Assay outcomes (PubChem)
Anthrax LF prot: inhibitors of Bacillus anthracis lethal factor protease; multiplex microsphere protease cleavage assay, LF; hit rate 0.12% among 360,000; inhibition, % at 10 µM; P15917; also: plate controls were buffer without enzyme for full effect and enzyme alone for no effect
CCHFV vOTU inh: CCHFV vOTU protease inhibition. Pep-AMC fluorescence. inhibition, % at 11.5 µM. hit rate 0.55% among 370,000. AID 651958; in the data active = inhibition above about 30%; also: 0% = vehicle wells with enzyme and 100% = no enzyme wells
PfHsp40 yeast: compounds rescuing yeast from Plasmodium falciparum HSP40 toxicity. S. cerevisiae expressing PfHsp40, growth rescue, ATP luminescence. growth rescue, % at 12.5 µM. hit rate 0.68% among 340,000; in the data active = growth rescue above about 28%, passing the limit was not always enough; inconclusive = no clear call, values can overlap the other calls;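 also: yeast W303a lacking pdr1 and pdr3 grown in galactose medium; growth measured after three days at 30 °C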
BoNT F protease: BoNT F light chain protease inhibition. AID 588497. hit rate 0.22% among 360,000. Multiplex microsphere protease cleavage assay, flow cytometry. inhibition, % at 10 µM; in the data active = inhibition above about 35%, passing the limit was not always enough; inconclusive = no clear call, values can overlap the other calls; also: plate controls were buffer without enzyme for full effect and enzyme alone for no effect
Yp Topo-I inh: blocks Yersinia pestis topoisomerase I activity; hit rate 0.064% among 360,000; Y. pestis Topo-I cleavage product accumulation, plate reader; AID 504884; activity, % at 10 µM; in the data active = activity above about 50%, passing the limit was not always enough; inconclusive = no clear call, values can overlap the other calls; also: inactives centre near 2
PrPC TRFRET: reduces human prion protein on the cell surface. cell surface PrPC, TR-FRET read-out. AID 720596. hit rate 0.43% among 370,000. inhibition, % at 13.8 µM. P04156; in the data active = inhibition above about 24%; also: 0% = median of the test wells and 100% = reference compound wells
TcdB GH inh: inhibitors of Clostridioides difficile toxin B glycohydrolase; P18177; TcdB glycohydrolase enzymatic assay, plate reader; inhibition, % at 9.99 µM; hit rate 0.24% among 350,000; in the data active = inhibition above about 10%
BoNT-A LC inh2: inhibitors of Botulinum neurotoxin A light chain protease. multiplex microsphere protease substrate cleavage, flow cytometry. inhibition, % at 10 µM. hit rate 0.17% among 360,000; also: plate controls were buffer without enzyme for full effect and enzyme alone for no effect
FadD28 binding: inhibitors of Mycobacterium tuberculosis FadD28 bisubstrate binding; inhibition, % at 12.5 µM; FadD28 bisubstrate probe binding, fluorescence polarization; hit rate 0.22% among 360,000; AID 588549; in the data active = inhibition above about 8.5%, passing the limit was not always enough; inconclusive = no clear call, values can overlap the other calls
Active calls of the source: *; ? = inconclusive; . = no result given; & = joins results of further samples. Rule as the data show it, unless noted: active = inhibition above about 30%; inconclusive = no clear call, values can overlap the other calls; inactive = below that.

Order of values: Anthrax LF prot, CCHFV vOTU inh, PfHsp40 yeast, BoNT F protease, Yp Topo-I inh, PrPC TRFRET, TcdB GH inh, BoNT-A LC inh2, FadD28 binding
> CC1(C(=O)NS(=O)(=O)c2cccs2)CCN1C(=O)c1ccccc1 (configuration not stated)
  -4, 17, ., -2, -5, 8, 1.5, 0.0, -1.2
> CN(C)CCCN(C(=O)CCc1ccccc1)c1nc2ccc(Br)cc2s1
  -7, -3, -0.1, -4, -11, -10, 2.9, 0.2, -12
> C/C=C/c1ccc(OCC(=O)OCC2=C(C(=O)OCC)C(C)NC(=O)N2)c(OC)c1 (configuration not stated)
  ., 6, 0.1, ., 12, 1, 3.1, ., -2.0
> COc1ccc(CC(=O)Nc2ccc(N3CCN(c4ccc(OC)cc4)CC3)c(C#N)c2)cc1
  -2, 7, 0.0, 2, 7, 25*, ., -0.6, 0.0
> COC(=O)CCS(=O)(=O)c1ccc(Cl)cc1
  3, -2, -0.1, -1, 8, 3, ., 0.4, -3.0
> CN1C2CCC1CC(OC(=O)c1c[nH]c3ccccc13)C2 (configuration not stated)
  2&-2, 10&13, -0.6&-0.5, 4&-14, 1&-5, -8&-10, 1.7, 0.0&-1.3, -2.8&-3.5
> CSc1ccccc1-n1nnnc1SCC(=O)Nc1cc(C)ccc1C
  0, -10, -0.9, 6, 34, 8, ., 1.5, -2.8
> Cc1ccc(NS(=O)(=O)c2ccc(NC(=O)C3CC3)cc2)cc1C
  -1, 4, 0.4, 1, -10, 7, 0.8, 0.3, -2.3
> Cc1ccc(C(=O)C(SC(C)(C)C)n2cncn2)cc1 (configuration not stated)
  -4, -4, 467*, -16, 4, 0, 0.2, -1.6, -0.7
> O=c1c2ccccc2nc(SCc2nnc(-c3ccccc3Br)o2)n1-c1ccccc1
  -5, -13, 0.8, -15, -1, -3, 0.9, -0.9, -4.6
> CC1(C(=O)NS(=O)(=O)c2ccc(Cl)cc2)CCN1C(=O)Cc1ccc(-c2ccccc2)cc1 (configuration not stated)
  -5, 12, ., 0, 19, 12, -1.2, -0.4, -6.1
> Cc1ccc(S(=O)(=O)NCCCN2CCOCC2)cc1C
  -1, 2, 1.5, 8, 5, 2, ., 0.4, -3.4
> NC(=O)C1CCN(C(=O)CCc2ccsc2)CC1
  -3, -3, -0.1, 0, 4, 3, 0.8, -1.0, -1.2
> CS(=O)c1ccccc1COC(=O)Nc1ccc(Cl)cc1 (configuration not stated)
  -1, 8, 0.2, -9, 5, 6, ., -0.6, -2.0
> CCc1cc(C(=O)Cc2nc3ccccc3s2)c(O)cc1OCC(=O)O
  0, -2, 0.5, -4, -12, 1, -0.2, -1.0, -0.6
> CN(Cc1cccc(F)c1)C(=O)CN1CCN(S(=O)(=O)c2ccc3c(c2)OCCCO3)CC1
  0, 5, 0.6, 0, -5, 4, 1.7, 0.6, -1.2
> O=C1CN(S(=O)(=O)c2ccc([N+](=O)[O-])cc2)CC(=O)N1
  -2, 6, 0.3, -3, 5, -14, -0.6, -1.1, -1.6
> Cc1ccc(N=Nc2c(O)[nH]c(=O)[nH]c2=O)cc1S(=O)(=O)Nc1ccc(Br)cc1
  -2, 22, 0.4, -5, -11, -12, 1.7, 0.1, -1.0
> Cc1ccc2cccc(S(=O)(=O)NC3CCS(=O)(=O)C3)c2n1 (configuration not stated)
  -2, ., -1.4, 6, -8, ., 0.8, 0.0, -2.1
> O=C(Nc1ccc2c(c1)OCCO2)C1CCN(c2cnccn2)CC1
  16, 0, 1.8, -4, 5, -5, ., 0.8, 0.3
> Cc1ccc(CN2CCC[C@]3(N[C@H](c4ccccc4)[C@@H]4C(=O)N(Cc5ccccc5)C(=O)[C@@H]43)C2=O)cc1
  -16, 1, ., -9, 5, -8, -1.3, -0.4, -5.1
> O=C(Nc1ccc2c(c1)OCCO2)C(CCc1ccccc1)N1CCN(C/C=C/c2ccccc2)CC1 (configuration not stated)
  7, 3, ., 3, ., -5, -1.0, -0.8, -1.3
> CCc1nc2ccc(C(=O)Nc3ccc(OC)c(OC)c3)cn2c1N(CCC(C)C)CCN(C)C
  -7, -6, ., 3, -16, -7, 0.5, 0.2, -1.3
> CSc1ccccc1OC1CCN(Cc2ccccc2)CC1
  -7, 14, -0.9, -3, 10, 7, ., -1.0, -2.7
> CCCCOc1ccc(S(=O)(=O)NC(=O)C2(C)CCN2C(=O)CCc2ccccc2)cc1 (configuration not stated)
  -3, 7, ., -5, 5, 4, 0.8, -0.2, -1.4
> O=C(Oc1ccc(-c2ccccc2)cc1)N1CCCCC1
  0, 1, -1.1, -6, 43, -10, ., -0.8, 0.1
> CC(C)C[C@H]1CN=C(N(C)C)N1CC1CCCC1
  4, 8, -1.8, -8, 0, 8, -0.1, 0.2, -1.8
> C#CCNC(=O)C1=C[C@H](c2ccc(C(F)(F)F)cc2)C[C@H](OCc2ccc(CO)cc2)O1
  -7, -2, 0.0, 1, 29, 3, 1.0&1.0, 0.2, -8.7
> C[C@H]1CN([C@@H](C)CO)C(=O)CCCn2nncc2CO[C@@H]1CN(C)S(=O)(=O)c1ccc(Oc2ccccc2)nc1
  -1, -6, ., -1, 29, -1, -0.9&1.4, -0.1, -0.6
> COc1ccccc1-n1c(-c2ccccc2)n[nH]c1=S
  -4, 7, 2.4, -5, 4, 10, -4.0, -0.7, 0.5

(more compounds)
Order of values: Anthrax LF prot, CCHFV vOTU inh, PfHsp40 yeast, BoNT F protease, Yp Topo-I inh, PrPC TRFRET, TcdB GH inh, BoNT-A LC inh2, FadD28 binding
> O=C(Cc1ccc(Cl)cc1)Nc1ccccn1
  -3, -10, 0.6, ?, 5, 5, 0.2, -12, -3.2
> CCOC(=O)C1=C(C(C)=O)C(c2cccnc2)C(C#N)=C(N)O1 (configuration not stated)
  -1, 6, -0.3, -4, 0, 3, ., 0.1, -0.8
> Cc1cc(C)c(NC(=O)c2c[nH]c(=S)n2-c2ccc(F)cc2)c(C)c1
  -4, -10, -1.1, -3, -2, 2, -0.2, -0.3, -2.8
> O=C(C1=C[C@@H](c2coc3ccccc3c2=O)C[C@@H](OCCCCO)O1)N1CCOCC1
  -5, -3, -1.2, -10, -7, 6, -2.1&0.2, -0.5, -2.0
> COc1ccc(-c2cn[nH]c2-c2ccc(OC)cc2O)cc1
  -7, 3, 5.7, -18, -6, -3, 1.0, -1.9, -4.5
> Cc1cccc(Nc2nc(-c3ccc4c(c3)OCCO4)cs2)c1
  -7, 10, -0.8, -8, -15, -6, ., 0.7, -0.1
> Cn1ccnc1C(OC(=O)c1ccccc1)C(F)(F)F (configuration not stated)
  -14, -5, 0.9, -31, 8, -6, 2.8, 1.2, -1.2
> O=C(OCc1cn([C@H]2CN(C(=O)c3cccs3)[C@@H](c3ccccc3)C[C@@H]2O)nn1)c1ccccc1
  -2, 4, ., -4, 16, -4, 1.5, -0.7, -1.2
> Cc1ccc(NC(=O)C2CCN(S(=O)(=O)c3ccc(F)cc3)CC2)cc1
  -1, 3, 0.6, -4, -5, 7, ., -0.8, -2.8
> COc1ccccc1CNC(=S)Nc1ccc2nc(N3CCN(C)CC3)cc(C)c2c1
  -4, -8, -0.8, -8, -1, -2, 1.1, -2.0, 0.1
> CC(C)CCn1nc(C(=O)OCC(=O)NC(C)c2ccccc2)c2ccccc2c1=O (configuration not stated)
  -5, -5, ., -4, 23, 8, -5.5, 0.0, -3.5
> CCN(CC)C(=O)C1=C(C)N(Cc2ccc(C(C)(C)C)cc2)C(=O)C(CC(=O)NCCc2ccccn2)C1 (configuration not stated)
  2, 11, ., 0, 19, 6, 1.4, -0.1, -0.1
> C=CCNC(=S)N1CCC(C(=O)c2ccc(Cl)cc2)CC1
  3, -9, -0.4, 16, -3, 4, -0.1, -2.2, -0.6
> CCOc1ccc(N(CC(=O)N2CCN(c3ccccc3F)CC2)S(=O)(=O)c2c(C)noc2C)cc1
  -4, 9, 0.8, 4, -10, 1, 0.8, -0.1, -1.2
> O=CNCCCc1nc2ccccc2n1Cc1ccccc1
  -3, -10, -1.5, 1, 6, -6, ., -0.7, -2.8
> CCOc1cc(C#N)c(NC(=O)c2ccnn2C)cc1OCC
  1, -2, 0.7, -4, -2, -1, 0.8, -0.8, -3.6
> O=C(CN1CCOCC1)N/N=C/c1cccc2ccccc12
  2, -3, -0.6, ?, 4, -12, 1.9, -0.8, -3.4
> O=C(CCC1CCCC1)NNC(=O)c1cc2ccccc2cc1O
  -14, 8, -0.6, 11, -3, 8, 1.7, -0.7, .
> CCOC(=O)C1CCN(Cc2cn(C)nc2-c2ccc(Oc3ccccc3)cc2)CC1
  -9, -9, -0.6, -2, 27, -5, 0.9, 0.1, 1.1
> O=C(CSc1nnc(NC(=O)c2cccc(F)c2)s1)NC1CC1
  2, -14, 1.0, 0, 8, 6, 0.5, -4.1, -0.1
> CCOC(=O)C1=C2N(C)c3ccccc3N2CCC1=O
  2, -2, -0.7, 4, 2, 2, ., 1.2, -0.9
> CCOC(=O)C1=c2s/c(=C\c3cccnc3)c(=O)n2C(N)=C(C(=O)OC)C1c1cccnc1 (configuration not stated)
  -4, 19, -0.2, 16, -7, 7, ., 0.3, 0.3
> Cc1cc(N2CCN(c3ccccc3Cl)CC2)n2cc(-c3ccccc3)nc2n1
  0, 2, 0.0, -11, -1, -2, ., -0.9, -2.4
> CC(NC(=O)Cn1cnc2c1c(=O)n(C)c(=O)n2C)c1ccccc1 (configuration not stated)
  -5, 11, 2.7, 9, 3, -3, ., 0.1, 1.0
> COc1ccc(N2C(=O)CCC(C(=O)O)C2c2ccc(OC)c(OC)c2)cc1 (configuration not stated)
  -4, 20, 1.3, -4, 0, 4, ., -0.8, -1.9
> Cc1ccc(C(=O)CNc2cccc(Cl)c2)cc1
  0, 3, -0.9, -6, 65*, -2, ., 0.3, 0.6
> COc1ccc(C(c2nnnn2Cc2cccs2)N2CCN(c3ccccc3)CC2)cc1OC (configuration not stated)
  -6, 7, -2.1, 1, 23, 0, ., -0.3, -2.9
> COc1cc(OC)c(NC(=O)CC2SC(N)=NC2=O)cc1Cl (configuration not stated)
  -7, 5, ., -6, -5, 7, 2.2, 0.2, -2.5
> CC(=O)NC(Cc1c[nH]c2ccccc12)C(=O)OCC(=O)N1CCCCCC1 (configuration not stated)
  0, 2, 0.4, -2, 4, 1, 1.3, -0.3, -4.4
> CNCCc1c(C)n[nH]c1C
  1, -4, -1.1, -11, -3, 0, ., 0.1, 1.9

An excerpt of these results, comma-delimited.
Compound,Anthrax LF prot,CCHFV vOTU inh,PfHsp40 yeast,BoNT F protease,Yp Topo-I inh,PrPC TRFRET,TcdB GH inh,BoNT-A LC inh2,FadD28 binding
O=C(CSc1nnc(NC(=O)c2cccc(F)c2)s1)NC1CC1,2,-14,1.0,0,8,6,0.5,-4.1,-0.1
CCOC(=O)C1=C2N(C)c3ccccc3N2CCC1=O,2,-2,-0.7,4,2,2,.,1.2,-0.9
CCOC(=O)C1=c2s/c(=C\c3cccnc3)c(=O)n2C(N)=C(C(=O)OC)C1c1cccnc1 (configuration not stated),-4,19,-0.2,16,-7,7,.,0.3,0.3

(further entries)
Order of values: Anthrax LF prot, CCHFV vOTU inh, PfHsp40 yeast, BoNT F protease, Yp Topo-I inh, PrPC TRFRET, TcdB GH inh, BoNT-A LC inh2, FadD28 binding
> CCC(C(=O)NC1CCCCCC1)c1ccccc1 (configuration not stated)
  0, -3, 0.7, -11, 0, -3, 1.9, -0.5, 0.0
> COc1ccc(-c2ccc(C(=O)Nc3cccc(C(F)(F)F)c3)c3occc23)c(C)c1
  -12, 3, ., -10, 6, 7, 0.2, -0.5, -0.8
> CC(C)[C@H](NC(=O)OCc1ccccc1)C(=O)OCC(=O)N1C(C)CCCC1C (some centres not stated)
  -4, 6, -1.6, 2, 23, 3, 0.5, -0.9, -0.7
> CCOc1ccccc1N1CC(C(=O)N2CCc3ccccc3C2)CC1=O (configuration not stated)
  1, 2, 2.4, -2, 7, 1, ., -0.1, -2.9
> O=C(Nc1nnc(-c2cccs2)s1)c1cccc(F)c1
  1, -12, -0.5, 0, -7, 2, 1.4, 0.0, -3.4
> C=CCN1C(=O)/C(=C2/Sc3ccccc3N2CCCS(=O)(=O)O)SC1=S
  2, 11, -0.5, -34, -1, -27, ., -1.9, 6.4
> N#CCCN(C(=O)CO/N=C/c1cccc([N+](=O)[O-])c1)c1ccccc1
  -2, 7, -1.0, 2, -9, -5, 2.6, -0.4, -2.6
> CN(CCO)c1nc(N)c(C#N)c(CC#N)c1C#N
  -6, 19, -1.2, -3, 4, 3, -0.6, 0.0, -0.8
